# LAP4 TOR yeast – modulators of TOR pathway LAP4-GFP in S. cerevisiae; S. cerevisiae LAP4-GFP multiplex, flow cytometry GFP, 3 h; median GFP as percent of DMSO wells; GFP response vs DMSO, % at 10 µM; 0.34% of 320,000 active; AID 2023;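 active = GFP response vs DMSO above a set limit, about the screen mean plus 3 SD, cut at about 150% in these data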
# AGP1-GFP MLPCN – modulators of TOR pathway AGP1-GFP in S. cerevisiae; S. cerevisiae AGP1-GFP multiplex flow cytometry, 3 h; GFP as percent of DMSO wells; GFP response vs DMSO, % at 10 µM; 0.02% of 320,000 active;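 active = GFP response relative to DMSO above a set limit, near screen average plus 3 SD, cut at about 150% in these data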;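 also: median GFP channel fluorescence of the gated AGP1 strain per well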
# MEP2-GFP yeast – alters MEP2-GFP fluorescence in TOR pathway yeast screen; GFP response vs DMSO, % at 10 µM; S. cerevisiae MEP2-GFP strain, flow cytometry GFP, 3 h; 100% = DMSO control level; 0.51% of 330,000 active; AID 2016;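 active = GFP response versus DMSO above a set limit, roughly screen mean plus 3 SD, cut at about 180% in these data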;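 also: median GFP fluorescence of the barcode-gated MEP2-GFP cells per well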
# GRK2 inh – blocks RNA aptamer binding to human GRK2; P25098; bead flow cytometry, FAM-aptamer displacement from GRK2; inhibition of aptamer binding, % at 10 µM; 0.59% of 330,000 active; AID 488847;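 active = inhibition of aptamer binding above 40%, roughly 3 SD of noise, on plates passing a quality check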;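 also: median bead fluorescence of bound FAM aptamer so fluorescent compounds give negative values; no value below 0 was filed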
# Target sequence (P25098 whole entry, looked up): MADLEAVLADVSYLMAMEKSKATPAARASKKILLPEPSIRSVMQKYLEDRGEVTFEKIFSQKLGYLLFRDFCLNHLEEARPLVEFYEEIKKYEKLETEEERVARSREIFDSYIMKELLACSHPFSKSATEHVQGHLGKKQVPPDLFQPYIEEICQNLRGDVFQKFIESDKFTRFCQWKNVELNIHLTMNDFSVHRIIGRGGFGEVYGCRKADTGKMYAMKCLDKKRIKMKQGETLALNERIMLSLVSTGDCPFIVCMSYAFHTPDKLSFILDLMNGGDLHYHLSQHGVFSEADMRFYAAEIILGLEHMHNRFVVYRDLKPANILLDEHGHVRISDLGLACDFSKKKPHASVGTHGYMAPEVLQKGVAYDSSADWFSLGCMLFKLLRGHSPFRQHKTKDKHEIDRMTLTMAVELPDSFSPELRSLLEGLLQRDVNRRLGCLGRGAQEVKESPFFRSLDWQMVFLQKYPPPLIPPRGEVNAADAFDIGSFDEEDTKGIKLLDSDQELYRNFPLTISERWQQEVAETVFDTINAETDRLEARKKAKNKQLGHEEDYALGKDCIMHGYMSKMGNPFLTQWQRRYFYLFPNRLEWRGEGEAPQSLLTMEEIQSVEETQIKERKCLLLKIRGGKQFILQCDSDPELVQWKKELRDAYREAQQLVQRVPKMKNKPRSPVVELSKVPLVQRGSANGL
# VLA-4 inh – inhibition in a human VLA-4 binding assay | P13612 | inhibition, % (about 7 µM as worked out from the volumes in the protocol) | 0.2% of 330,000 active | AID 2557 | VLA-4 expressing cells, ligand binding flow cytometry; in the data active = inhibition above about 50%
# RPL19A-GFP yeast – yeast TOR pathway RPL19A-GFP modulation. S. cerevisiae RPL19A-GFP strain, flow cytometry, 3 h; stronger effect = lower value. percent response vs DMSO, % at 10 µM. 0.3% of 330,000 active. AID 2025;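 active = percent response vs DMSO below 50%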;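 also: median channel GFP fluorescence of the barcoded RPL19A-GFP strain; ratio of sample median GFP to plate DMSO average so 100% = DMSO; lower means less RPL19A-GFP as with rapamycin TOR inhibition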
# CIT2 TOR yeast – alters CIT2-GFP fluorescence in TOR pathway yeast screen; S. cerevisiae CIT2-GFP strain, flow cytometry, 3 h; 100 means same as DMSO wells; GFP response vs DMSO, % at 10 µM; 0.065% of 320,000 active; AID 2029;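 active = GFP response relative to DMSO above a set limit, near the screen mean plus 3 SD, cut at about 150% in these data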;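 also: ratio of well median GFP fluorescence to mean of DMSO wells on the plate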
# Yeast superoxide – caloric restriction mimetics inhibiting age-related superoxide in yeast; S. cerevisiae aged cells, superoxide DHE fluorescence; stronger effect = lower value; superoxide response (% of plate mean), % at 10 µM; 0.18% of 330,000 active; AID 2690;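 active = superoxide response under a set limit, about three screen SD below normal, cut at about 65% in these data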;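 also: yeast aged for seven days with compound at 30 °C before DHE staining; 100% = average MFI of all compound-treated wells on the plate with controls excluded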
# An asterisk follows results filed as active; / = no result given.
1. O=C(/C=C/Sc1ccccc1)c1ccc(Cl)cc1
2. COc1ccc(-c2c(=O)n(OC)c3ccccc3[n+]2[O-])cc1OC
3. CC(NC(=O)Nc1ncccn1)(C(F)(F)F)C(F)(F)F
4. COc1cc(NC(=O)Cc2c(C(=O)O)n(C)c3ccccc23)cc(OC)c1OC
5. O=C(CCCCCNC(=O)N1CCn2c1nc1ccccc12)N[C@@H](C(=O)O)c1ccccc1
6. C=CCC1(C#N)C(=S)NC(C)=C(C(=O)OCC)C1c1ccccc1 (stereo unspecified)

entry no.	1	2	3	4	5	6
LAP4 TOR yeast	121	97	106	97	103	121
AGP1-GFP MLPCN	97	105	103	105	105	115
MEP2-GFP yeast	97	105	106	96	112	101
GRK2 inh	0	0	3	4	1	0
VLA-4 inh	21	-95	-3	6	1	0
RPL19A-GFP yeast	95	105	98	101	99	96
CIT2 TOR yeast	94	112	97	104	104	95
Yeast superoxide	92	82	95	99	94	88

# 6 neighbouring compounds from above, for reference:
1. O=C(/C=C/Sc1ccccc1)c1ccc(Cl)cc1
2. COc1ccc(-c2c(=O)n(OC)c3ccccc3[n+]2[O-])cc1OC
3. CC(NC(=O)Nc1ncccn1)(C(F)(F)F)C(F)(F)F
4. COc1cc(NC(=O)Cc2c(C(=O)O)n(C)c3ccccc23)cc(OC)c1OC
5. O=C(CCCCCNC(=O)N1CCn2c1nc1ccccc12)N[C@@H](C(=O)O)c1ccccc1
6. C=CCC1(C#N)C(=S)NC(C)=C(C(=O)OCC)C1c1ccccc1 (stereo unspecified)

entry no.	1	2	3	4	5	6
LAP4 TOR yeast	121	97	106	97	103	121
AGP1-GFP MLPCN	97	105	103	105	105	115
MEP2-GFP yeast	97	105	106	96	112	101
GRK2 inh	0	0	3	4	1	0
VLA-4 inh	21	-95	-3	6	1	0
RPL19A-GFP yeast	95	105	98	101	99	96
CIT2 TOR yeast	94	112	97	104	104	95
Yeast superoxide	92	82	95	99	94	88

# (continued)
7. CCCc1nc(N)nc2c1C(=O)CC(C)(C)C2
8. O=C1N(c2ccc(Cl)cc2)C(c2ccccc2)N2CCCN12 (stereo unspecified)
9. COC(=O)c1ccc(Nc2cc(C)nc3ccc(C)cc23)cc1
10. Cc1ccc(S(=O)(=O)N2CCC(C(N)=O)CC2)cc1C(=O)NC1CCCCC1
11. O=C(c1cc2ccccc2o1)n1nnc2ccccc21
12. COc1ccc(S(=O)(=O)N(C)CC(=O)N2CCOCC2)cc1

entry no.	7	8	9	10	11	12
LAP4 TOR yeast	97	108	104	108	84	95
AGP1-GFP MLPCN	110	107	106	106	104	104
MEP2-GFP yeast	103	109	92	103	98	104
GRK2 inh	2	0	2	0	0	1
VLA-4 inh	-8	0	-1	3	-6	2
RPL19A-GFP yeast	103	103	94	99	104	98
CIT2 TOR yeast	108	95	111	95	/	93
Yeast superoxide	98	99	121	103	96	107

13. O=C(c1ccc(Br)s1)N1CCCC1
14. Cn1cnnc1Sc1cc(N2CCN(S(=O)(=O)c3ccc4ccccc4c3)CC2)ccc1[N+](=O)[O-]
15. COc1ccc(C2=NOC(C(=O)NCc3cccnc3)C2)cc1OC (stereo unspecified)
16. O=C(c1ccccc1)N1CCN(c2ccc(Cl)cc2)CC1
17. O=C(CSc1nc2ccc(Cl)cc2[nH]1)Nc1ccc2[nH]c(=O)[nH]c2c1
18. CCC(Sc1ccc2nnc(-c3ccc(OC)c(OC)c3)n2n1)C(=O)O (stereo unspecified)

entry no.	13	14	15	16	17	18
LAP4 TOR yeast	99	110	99	111	106	107
AGP1-GFP MLPCN	103	104	103	97	106	107
MEP2-GFP yeast	100	119	98	104	102	114
GRK2 inh	0	0	1	0	1	0
VLA-4 inh	-3	-2	-3	3	-1	7
RPL19A-GFP yeast	88	106	103	95	100	108
CIT2 TOR yeast	87	97	106	92	92	95
Yeast superoxide	102	116	105	85	99	86

19. CCCn1c(SCC(=O)N2c3ccccc3CCc3ccccc32)nc2c1c(=O)n(C)c(=O)n2C
20. Cc1cccc(-n2ncc(C#N)c2-n2cccc2)c1
21. CN(c1ccc(OCC(=O)OCC(=O)Nc2ccccc2)cc1)S(=O)(=O)c1cccs1
22. COC(=O)C1=C(C)N(c2ccc(S(N)(=O)=O)cc2)C(=O)C1
23. CC(C)c1cc(-c2cc(-c3ccc(Cl)cc3)on2)nc(NC2CCCC2)n1
24. CC(=O)N1CCC(=NNc2ccnc3cc(Cl)ccc23)CC1

entry no.	19	20	21	22	23	24
LAP4 TOR yeast	90	83	101	100	105	93
AGP1-GFP MLPCN	92	100	106	93	98	101
MEP2-GFP yeast	98	105	106	102	103	112
GRK2 inh	0	0	0	0	2	0
VLA-4 inh	4	11	-4	-5	-15	9
RPL19A-GFP yeast	93	99	100	100	101	107
CIT2 TOR yeast	93	117	102	103	95	108
Yeast superoxide	98	98	89	103	96	124

25. Cc1ccc(NC(=O)Cn2c(O)c(N=NC(N)=S)c3ccccc32)cc1
26. O=C(COC(=O)c1ccccc1Br)NC1CCCC1
27. COc1ccc(OC)c(C(c2nnnn2CC2CCCO2)N2CCN(C3CCCC3)CC2)c1 (stereo unspecified)
28. CNC(=O)/C(C#N)=C1\SC(Cc2ccc(F)cc2)C(=O)N1c1ccccc1C (stereo unspecified)
29. Cc1cccc(-c2ncc(CN3CCCC(CO)(Cc4cccc(Cl)c4)C3)cn2)c1 (stereo unspecified)
30. Cc1cc(C)nc(SCC(=O)N2CCC(C(N)=O)CC2)n1

entry no.	25	26	27	28	29	30
LAP4 TOR yeast	/	122	98	108	96	89
AGP1-GFP MLPCN	99	106	100	112	97	98
MEP2-GFP yeast	101	108	103	99	91	97
GRK2 inh	1	2	0	0	0	4
VLA-4 inh	-4	-3	3	14	-12	19
RPL19A-GFP yeast	90	105	96	103	94	94
CIT2 TOR yeast	98	103	103	105	86	99
Yeast superoxide	102	94	105	85	107	91

31. COc1ccc(-n2ncc3c(N4CCC(C)CC4)ncnc32)cc1
32. O=CC(=O)c1ccccc1
33. Cc1ccc(-c2nc(N)n(S(C)(=O)=O)n2)cc1
34. Cc1ccccc1NS(=O)(=O)c1cc(C(N)=O)ccc1C
35. Cc1ccc(C(=O)NCCc2nnc3ccc(SCC(=O)Nc4c(C)cc(C)cc4C)nn23)cc1
36. Cc1cc(C)cc(N2CCCn3c2nc2c3c(=O)n(CC(=O)OCc3ccccc3)c(=O)n2C)c1

entry no.	31	32	33	34	35	36
LAP4 TOR yeast	113	101	93	104	102	97
AGP1-GFP MLPCN	94	100	90	102	109	97
MEP2-GFP yeast	93	100	94	102	106	98
GRK2 inh	3	23	0	1	0	12
VLA-4 inh	25	9	-4	1	3	4
RPL19A-GFP yeast	97	98	91	99	102	97
CIT2 TOR yeast	88	89	98	99	106	97
Yeast superoxide	99	115	65*	101	82	96

37. NC(=O)c1ccc(NC(=O)CSc2nnc(-c3ccccn3)n2N)cc1
38. CN1c2ccccc2Oc2nnc(Cl)cc21
39. COc1ccc(CNC(=O)C(=O)NCCC2CCCCN2S(=O)(=O)c2ccccc2)cc1 (stereo unspecified)
40. O=C(O)CCCN1C(=O)C2C3c4ccccc4C(c4ccccc43)[C@@H]2C1=O (stereo partly specified)
41. COc1cccc(C(=O)Nc2cccc3ccccc23)c1OC
42. COc1cccc(C2(c3cccc(OC)c3)CC2C(=O)Nc2ccc(F)cc2)c1 (stereo unspecified)

entry no.	37	38	39	40	41	42
LAP4 TOR yeast	95	95	97	89	100	102
AGP1-GFP MLPCN	94	98	101	92	90	104
MEP2-GFP yeast	102	97	97	100	110	97
GRK2 inh	1	1	1	2	1	0
VLA-4 inh	17	1	2	-2	-4	-8
RPL19A-GFP yeast	93	92	93	101	100	105
CIT2 TOR yeast	88	92	97	97	103	105
Yeast superoxide	87	68	98	90	103	98

43. O=C(CCc1nc(-c2ccc(F)cc2)no1)Nc1cccc(C(=O)NC2CC2)c1
44. O=C(CCCc1nc(-c2ccccc2Cl)no1)N1CCOCC1
45. COc1ccc(NC(=O)NNC(=O)COc2ccc3ccccc3c2)cc1
46. CCCC(=O)Nc1ccccc1Sc1ncnc2scc(-c3ccccc3)c12
47. COc1ccc(-c2nnc(SCC(=O)N/N=C/c3ccccc3C(=O)O)n2-c2ccccc2)cc1
48. CCc1nn2c(N3CCOCC3)cc(C)nc2c1-c1ccccc1

entry no.	43	44	45	46	47	48
LAP4 TOR yeast	101	109	102	92	113	85
AGP1-GFP MLPCN	102	105	100	94	129	97
MEP2-GFP yeast	103	113	104	91	112	106
GRK2 inh	0	4	2	0	0	4
VLA-4 inh	21	15	-10	5	3	45
RPL19A-GFP yeast	99	102	90	101	113	102
CIT2 TOR yeast	87	99	101	88	123	101
Yeast superoxide	104	99	109	97	101	104

49. Cc1cc(NC(=O)c2cccc(F)c2)no1
50. O=c1[nH]n(-c2ccccc2)c(=O)c(Cl)c1Cl
51. Cc1nc2ccc(C(=O)Nc3ccccc3Cl)cc2s1
52. Cc1ccc2c(c1)C1CN(C)CCC1N2C(=O)COc1ccc(N(C)C(=O)C(C)(C)C)cc1 (stereo unspecified)
53. CCOc1ccccc1C(=O)NCC(=O)N(C)Cc1ccccc1C
54. CCCN(C(=O)c1cn(-c2ccccc2)nc1-c1ccc(OC)cc1)C1CCS(=O)(=O)C1 (stereo unspecified)

entry no.	49	50	51	52	53	54
LAP4 TOR yeast	106	103	97	90	91	100
AGP1-GFP MLPCN	110	96	92	102	96	72
MEP2-GFP yeast	105	100	114	108	106	98
GRK2 inh	0	1	0	0	0	0
VLA-4 inh	2	5	5	0	-11	1
RPL19A-GFP yeast	106	97	103	106	103	99
CIT2 TOR yeast	115	95	101	103	107	67
Yeast superoxide	88	114	94	100	106	100

55. CC(C)CNC(=O)CSc1ccc(S(=O)(=O)N2CCN(C)CC2)cn1
56. CC1CC(C)CN(S(=O)(=O)N2CCCC(C(=O)NCCc3ccccc3)C2)C1 (stereo unspecified)
57. O=c1c2[nH]c3ccccc3c2ncn1CCN1CCOCC1
58. Cc1c(C)c2ccc(OCC(=O)N3CCN(c4ccccc4)CC3)cc2oc1=O
59. COc1ccc(C(=O)NCC(c2cccnc2)N2CCN(c3ccccc3OC)CC2)cc1OC (stereo unspecified)
60. O=S(=O)(c1cc(Cl)ccc1Cl)N1CCN2CCCC2C1 (stereo unspecified)

entry no.	55	56	57	58	59	60
LAP4 TOR yeast	103	103	98	97	106	91
AGP1-GFP MLPCN	100	106	104	98	103	102
MEP2-GFP yeast	101	102	102	106	105	103
GRK2 inh	0	0	3	0	0	0
VLA-4 inh	-1	21	22	-11	0	0
RPL19A-GFP yeast	98	97	97	100	102	106
CIT2 TOR yeast	97	99	93	102	105	110
Yeast superoxide	91	87	102	89	108	87

61. CC(C)(C)OC(=O)NC(CC(=O)OCc1ccccc1)C(=O)O (stereo unspecified)
62. Nc1c(Br)c(=O)[nH]c(=O)n1-c1ccc(F)cc1
63. COCc1nc2oc3ccccc3c(=O)c2cc1C(=O)OC
64. Nn1c(CSc2nc3ccccc3o2)nnc1CSc1nc2ccccc2o1
65. O=C(NCc1ccccn1)c1cccc(S(=O)(=O)Nc2ccc(SC(F)F)cc2)c1
66. C[C@H](CO)N1C[C@H](C)[C@@H](CN(C)C(=O)NC2CCCCC2)Oc2c(NS(=O)(=O)c3cccs3)cccc2C1=O
67. CC(/C=N/NC(=O)c1cccc(F)c1)=C\c1ccccc1
68. O=C(C[C@H]1C/C=C\C[C@@H](Cc2ccc(F)cc2)C(=O)O[C@@H](c2ccccc2)CNC1=O)N[C@@H](CO)Cc1ccccc1

entry no.	61	62	63	64	65	66	67	68
LAP4 TOR yeast	93	102	90	99	97	96	98	103
AGP1-GFP MLPCN	90	95	93	101	97	103	92	99
MEP2-GFP yeast	96	105	102	112	92	99	87	99
GRK2 inh	0	2	2	1	1	0	1	1
VLA-4 inh	3	8	17	7	2	-1	-28	4
RPL19A-GFP yeast	92	100	100	98	92	100	103	96
CIT2 TOR yeast	99	96	102	93	85	98	84	93
Yeast superoxide	107	89	116	108	109	101	81	86

# Assay outcomes deposited in PubChem by NMMLSC.
